# High-throughput results: PubChem, National Center for Advancing Translational Sciences (NCATS)
# Pf Dd2 inh: Plasmodium falciparum Dd2 growth inhibition; 120,000 compounds, 4.3% hits; P. falciparum Dd2 growth, SYBR Green, 72 h; Potency, µM (series often up to 28.9 µM), for the others: at the highest dose activity, negative = inhibition, hits mostly inhibitors; active means well fitted inhibition curve with a large enough effect; inconclusive means small, poorly fitted or top-dose-only effect; inactive means no such curve, though single readings can be large or run the other way;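 further: plate controls were DMSO vehicle for no effect and reference drug for full effect; nearly all actives have a fitted effect of over 65% in size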
#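 Readout: SYBR Green fluorescence, 485 nm excitation, 535 nm emission, after ~16 h lysis at 37C. Before that, Dd2-infected red cells (2.5% hematocrit) grew 72 h with compound, 29 uM top final concentration.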
# Starred values were filed as active, the others as inactive; i = inactive; ? = inconclusive; [ ] = remark or other dose. Potency means the concentration at half of the fitted maximal effect.
Structure | Pf Dd2 inh
CCC1CCCCN1C(=O)Cn1c(=O)n(CCCCCC(=O)NCc2ccccc2)c(=O)c2sccc21 (stereo not drawn) | -28.4%
CC(Nc1ccc(-c2nc(-c3ccccn3)no2)cc1[N+](=O)[O-])c1ccccc1 (stereo not drawn) | ?
COc1cccc(-c2ccccc2C=O)c1 | 5.5%[44.1 µM]
O=C(NCc1ccccc1Cl)c1ccc(NC(=O)c2nsc3ccccc23)cc1 | 35.6%[activator][0.594 µM]
COC1C(=O)N(c2cccc(F)c2)C12CCN(C(=O)c1ccncc1)CC2 (stereo not drawn) | ?
Cc1nccn1CCCC(=O)N1CCC2(CCC(=O)N(CC3CCCO3)C2)CC1 (stereo not drawn) | -7.2%
COc1cccc(-c2cc(-c3ccc(OC)nc3)c3cncn3c2)c1 | ?
C=CCNC(=O)c1cn2c(n1)CN([S+](=O)([O-])c1c(C)noc1C)CC2 | -0.9%
Cc1cccc(N(C)C(=O)Cn2c(=O)n(-c3ccccc3)c(=O)c3c2cc(C)n3C)c1 | ?
CC(C)CCNC(=O)CCc1nnc(-c2ccc(OC(C)C)cc2)[nH]c1=O | -23.3%
COc1ccc(NS(=O)(=O)c2nnc(NC(=O)c3ccccc3F)s2)cc1 | -11.6%
COCCOC1CCN(C(=O)Nc2ccc3c(c2)OCCO3)CC1 | 47.6%[activator]
Cc1ccc2occ(CC(=O)Nc3ccc(S(N)(=O)=O)cc3)c2c1 | -0.3%
CN(C(=O)Cc1c[nH]c2ncc(-c3cnn(C)c3)cc12)c1ccccc1 | i
Cc1ccc2c(c1)-c1onc(C(=O)N(C)c3cccc(C(F)(F)F)c3)c1CO2 | i
CCN(Cc1ccccc1)C(=O)Cn1c(C)ccc(NS(=O)(=O)c2ccccc2)c1=O | -1.7%
COCCCN1C(=O)CC[C@H]2CN(Cc3cc(CC(C)C)n[nH]3)CC[C@H]21 | 0.3%
COC(=O)c1ccccc1S(=O)(=O)N1CCC(c2cc(-c3cccc(C)c3)n[nH]2)CC1 | i
COc1ccc2[nH]cc(CCNC(=O)C3CCCN(S(C)(=O)=O)CCC(=O)NCC3)c2c1 (stereo not drawn) | 3.8%
Cc1ccc(-c2nc(C(=O)NCc3ccccc3Cl)c3n2CCCCC3)cc1 | ?
CN(C)S(=O)(=O)NCC(=O)N1CCCCCNC(=O)CC1c1ccccc1 (stereo not drawn) | 36.6%
CCN1C(=O)c2ccccc2S(=O)c2ccc(C(=O)NCc3ccc(Cl)cc3)cc21 (stereo not drawn) | ?
CC(C)(O)C#Cc1ccc(CN2CC[C@@H](c3ccc(F)cc3)[C@H](O)C2)s1 | i
COC(=O)[C@@H]1Cc2c([nH]c3ccccc23)[C@H]2C[C@@H](NCCNC(C)=O)C[C@@H](c3ccc(-c4ccccc4)cc3)N21 | ?
O=C(NCCCc1ccccc1)c1ccc2c(c1)sc1nc(-c3ccc(F)cc3)cn12 | ?
Cc1noc(C)c1-c1cc2cc(CN(C)C)oc2c(N2CCOCC2)n1 | ?
Fc1ccc(-c2noc3ncnc(NCCc4ccc(Cl)cc4)c23)cc1 | ?
Nc1nc(C2CC(NC(=O)c3[nH]nc(N)c3-c3ccccc3)C2)cc(=O)[nH]1 (stereo not drawn) | 6.9%
CCN(CC)Cc1nc(C2(O)CCN(C3CCCC3)CC2)cs1 | i
O=C1Nc2ccccc2CC12CCN2Cc1ccccc1 (stereo not drawn) | i
CCOc1ccc(NC(=O)c2ccc3c(c2)CCN3S(=O)(=O)CC)cc1 | -13.3%
O=C1[C@H]2CN(Cc3ccccc3F)C[C@H]2C(=O)N1CCc1ccccc1 | -27.3%

# A portion from the list above, as a working copy:
Structure | Pf Dd2 inh
Fc1ccc(-c2noc3ncnc(NCCc4ccc(Cl)cc4)c23)cc1 | ?
Nc1nc(C2CC(NC(=O)c3[nH]nc(N)c3-c3ccccc3)C2)cc(=O)[nH]1 (stereo not drawn) | 6.9%

# Remaining list, next part
Structure | Pf Dd2 inh
Cc1nc(-c2c3n(c(=O)n(Cc4ccc(F)cc4)c2=O)CCCC3)no1 | 8.2%
O=C(c1cc(F)ccc1Cl)N1CCC(Cc2nc(-c3ccc(F)cc3)no2)CC1 | i
O=C(c1cccs1)C1CCCN(C(=O)COc2ccc(F)cc2F)C1 (stereo not drawn) | 1.0%
CC(C)N1CCC[C@H]1c1nc(-c2ccc(N3CCN(C)CC3)nc2)no1 | 10µM*
COc1ccccc1CNc1ncnc2c1nnn2C | 22.7%
Cc1cnc(C(=O)N2CC(c3nnc(-c4ccncc4)o3)C3(CCOCC3)C2)cn1 (stereo not drawn) | 13.1%
COc1ccc(N2C(=O)C3(CCCCC3)C2C(=O)N2CCN(CC(C)C)CC2)cc1 (stereo not drawn) | ?
Cc1noc(Cn2c(=O)c3ccccc3n(CC(=O)Nc3cccc(Cl)c3C)c2=O)n1 | ?
Cc1ccccc1NC(=O)Cn1ccn2nc3c(c2c1=O)CCCCC3 | ?
c1ccc(-c2nnc([C@H]3CCN(C4CCOCC4)C3)o2)cc1 | -1.8%[44.1 µM]
Cn1nc(C(=O)N2CC(C)(C)C(C)(O)C2)cc1-c1cccs1 (stereo not drawn) | -11.1%
COc1ccc(NC(=O)Cn2c(N3CCCCC3)nc(C)c(C)c2=O)cc1Cl | ?
O=[S+]1([O-])NC2(CCCN(Cc3ccsc3)C2)CNc2ccccc21 (stereo not drawn) | ?
Cc1cc(=O)n(CC(=O)Nc2ccc(F)cc2F)c(-c2ccc(F)cc2)n1 | i
Cc1ccc(-n2c(COCC(=O)O)nc3cccnc32)cc1 | 60.9%[activator]
COc1ccc(CNC(=O)CN2C(=O)NC(c3ccccc3Cl)C3=C2COC3=O)cc1 (stereo not drawn) | i
COC(=O)c1ccc(NC(=O)C(=O)NCCc2csc3nc(-c4ccccc4F)nn23)cc1 | 1.9%
Fc1ccc(Nc2c(-c3ccco3)nc3ccccn23)cc1 | ?
CCCOCCN1CCN(c2nc(CCN)nc3ccccc23)CC1 | -11.4%
CNC(=O)N1C[C@@H](CN(C)C)[C@H](NC(=O)C2(c3ccc(OC)cc3)CC2)C1 | i
Cc1ccc2oc(-c3cc(NC(=O)c4cccs4)cc(C)c3O)nc2c1 | 97.6%[activator]
NC(=O)CNC(=O)C1=C[C@@H](NC(=O)Cc2cccs2)[C@@H](O)[C@H](O)C1 | 0.2%[44.1 µM]
O=C(c1cccc(CC2CCNCC2)c1)N1CCOCC(O)C1 (stereo not drawn) | 4.0%
O=C(CSc1nc2c(c(=O)[nH]1)CN(Cc1ccc3c(c1)OCO3)CC2)Nc1cc(F)ccc1F | 6.0%
CC(C)=CCC1(C(=O)O)CCCN(C(=O)C2(Cn3cccn3)CC2)C1 (stereo not drawn) | -6.6%
Cc1cccc(NC(=O)CSc2nncn2C)c1 | 27.2%
COc1ccc(C(=O)N2CCC3(CC2)NCCc2c3[nH]c3ccccc23)cc1 | -18.5%
CCC(=O)N1CCc2cc(Br)cc(S(=O)(=O)N3CCC(C(=O)NC(C)(C)C)CC3)c21 | ?
COc1ccc2c(C)c(C(=O)NCc3nc(-c4ncccn4)no3)oc2c1 | -27.5%
Cc1cccc(N2CCN(C(=O)C3CCN(S(=O)(=O)c4cn(C)cn4)CC3)CC2)c1C | 3.6%
CC(=O)NCCC(=O)N1CCC2(CC1)CC(NC(C)=O)c1ccccc12 (stereo not drawn) | 3.3%
COc1ccc(Cl)cc1-c1ccc2c(c1)C(=O)N1CC[C@H](NC(=O)C3CCCC3)[C@H]1C(=O)N2 | -0.9%

# Reformatted: results already given.
> COc1ccc2c(C)c(C(=O)NCc3nc(-c4ncccn4)no3)oc2c1
  Pf Dd2 inh: -27.5%

> COc1ccc(C(=O)N2CCC3(CC2)NCCc2c3[nH]c3ccccc23)cc1
  Pf Dd2 inh: -18.5%

> CCC(=O)N1CCc2cc(Br)cc(S(=O)(=O)N3CCC(C(=O)NC(C)(C)C)CC3)c21
  Pf Dd2 inh: ?

> Cc1cccc(N2CCN(C(=O)C3CCN(S(=O)(=O)c4cn(C)cn4)CC3)CC2)c1C
  Pf Dd2 inh: 3.6%

# The list continues:
canonical_smiles | Pf Dd2 inh
CCNc1ncc(CN2CCC(N)(C(=O)O)C2)cn1 (stereo not drawn) | 4.4%
CCOc1ccc(C(=O)Nc2ccc(C(=O)OCc3cc(=O)n4ccsc4n3)cc2)cc1 | 6.6%
O=C1CN(C(=O)CCC(=O)N2CCC(CCOc3ccc(F)cc3)C2)c2ccccc2N1 (stereo not drawn) | -1.1%
Cn1nccc1CN1CCC2(CC1)CNC(=O)c1ccccc1O2 | 39.0%[activator]
O=C(C[C@@H]1C[C@H]2O[C@H](CNCc3cnccc3Cl)[C@@H](O)[C@H]2O1)N1CCC(F)(F)C1 | 16.3%[44.1 µM]
COc1ccc(-c2ccc(=O)n(CC(=O)Nc3ccc(Br)cc3F)n2)cc1 | 29.2%
C#C[C@H]1CN2CC[C@H]1C[C@@H]2CNS(=O)(=O)c1ccc(C)cc1 | -9.0%[44.1 µM]
CS(=O)(=O)N1CCn2ncc(C(=O)N3CCOCC3)c2C1 | 20.7%
Cc1ccc(-n2nc3n(c2=O)CCN([S+](=O)([O-])c2ccc(C)cc2)C3)cc1 | i
CCN(CC)S(=O)(=O)c1ccc(-c2nc(C)ccc2OC)cc1 | -8.9%
CCCN1CCCC2(CCN(Cc3cnc(N4CCOCC4)s3)C2)C1=O (stereo not drawn) | 5.6%
CCNC(=O)N1CC[C@@H](CC(=O)O)[C@@H](CC2=NCCc3ccc(C(C)(C)C)cc32)C1 | -10.3%[44.1 µM]
Cc1ccccc1Cn1c(SCc2ccc(C(=O)NC3CCCCC3)cc2)nc2ccncc21 | -16.5%
CCc1ccccc1NC(=O)C1CCN(S(=O)(=O)c2ccc3[nH]c(=O)ccc3c2)CC1 | 11.6%
CCOc1ccccc1CN1CCC([C@@H]2CNC[C@H]2CO)CC1 | 37.5%[activator]
O=C(c1ccc(N2CC3CC(C2)[C@H]2CCCC(=O)N2C3)nc1)N1CCN(c2cccc(Cl)c2)CC1 (stereo partly drawn) | -10.6%
COc1ccccc1CN1Cc2cc(NC(=O)c3ccc(Cl)cc3)ccc2OC(C)C1=O (stereo not drawn) | ?
O=c1c2oc3ccccc3c2n(Cc2ccc(Cl)cc2)c(=O)n1Cc1ccc2c(c1)OCO2 | -32.6%
Fc1ccc(CN2CCOC[C@H]2c2ncc(-c3cccnc3)[nH]2)cc1 | ?
Cc1ccc(Cl)cc1N1CCN(C(=O)c2cnn(C(C)(C)C)c2C2CCN(C(=O)OC(C)(C)C)CC2)CC1 | 7.94µM*
CCCN(CC1CCOC1)S(=O)(=O)c1ccc2c(c1)CCCC2 (stereo not drawn) | 7.5%[5.79 µM]
O=C(CCC1CCCC1)N1CCC2(CCCCO2)CC1 | -2.2%
O=C(CSc1nccn1Cc1ccc(F)cc1)Nc1ccc2c(c1)OCCO2 | i
Cc1ccc(C(=O)N2CCN(c3cc(-c4ccccc4)[nH]n3)CC2)cc1 | i
Cc1nc(C2CC(NC3CCN(c4ccccc4F)CC3)C2)cc(=O)[nH]1 (stereo not drawn) | -7.7%
CCOC(=O)CSc1nc2sc3c(c2c(=O)n1Cc1ccccc1)CCC(C(C)(C)C)C3 (stereo not drawn) | i
CCOC(=O)c1noc2ncnc(NCc3ccccc3OC)c12 | 1.7%
O=C(NC1CC(=O)N(c2ccc(F)cc2)C1)c1ccco1 (stereo not drawn) | 3.7%
O=C(NCCCN1CCCCC1)c1cc(Sc2ccc(Cl)cc2)nc2ccccc12 | ?
CCN1C(=O)C(CC(=O)NCc2cccs2)Sc2ncccc21 (stereo not drawn) | -0.8%
CCC(CC)c1cc([C@H]2CN3CC[C@H]2C[C@@H]3CNC(=O)Nc2cccc(C#N)c2)nc(-c2ccncc2)n1 | ?
CCc1nc(C)c(C(=O)N2CCC3(CCCN(Cc4cccc(C)c4)C3)C2)o1 (stereo not drawn) | ?
CN1C[C@@H](NC(=O)c2ccc(C#N)cc2)C[C@H]1c1nc(-c2cncnc2)no1 | -5.0%[44.1 µM]
Cc1ccccc1Nc1cc(C(=O)NC2CCC(C)CC2)c2ccccc2n1 (stereo not drawn) | -11.9%
Cc1ccc(S(=O)(=O)c2nnn3c2nc(N2CCCC2)c2sccc23)cc1C | -5.3%
CCCc1ccc(CN2CCCC(O)(CN(C)C)C2)o1 (stereo not drawn) | ?
CC(C)CN1CCN(C(=O)C2CCCN(S(=O)(=O)c3cn(C)cn3)CCC(=O)NCC2)CC1 (stereo not drawn) | 9.2%
CN1CC2(CCN(Cc3ccccc3C#N)CC2)CC1C(=O)N1CCOCC1 (stereo not drawn) | ?
Cc1ccc(S(=O)(=O)CCNC(=O)c2cc3n(n2)CCCNC3)cc1 | 12.3%
O=C(COc1ccc(F)cc1)N1CC(Oc2cccc(-c3nc(-c4ccccc4)no3)c2)C1 | 2.24µM*
CCC(=O)N1CCC2(CC1)OCC(C(=O)NCc1ccccc1)N2C(=O)c1ccc(C)cc1 (stereo not drawn) | i
CC(C)CN1C(=O)c2ccccc2C(C(=O)Nc2nncs2)C12CCCC2 (stereo not drawn) | 12.6µM*
Cc1c(-c2ccccc2F)[nH]c2ccc(CNC(=O)Cn3ccc(=O)[nH]c3=O)cc12 | ?
CN1C[C@H](NCc2cnn(C)c2)CCC[C@@H](C(=O)NC2CC2)CC1=O | 16.7%[44.1 µM]
O=C(N[C@@H]1CN(c2ccncn2)C[C@H]1CO)C1CCCC1 | 63.8%[activator]
CCC(=O)N1CCC2(CC1)CN(c1ccccc1)C2=O | 3.3%
CCCN(C)c1nccnc1OC1CCN(C(=O)Cc2ccccc2OC)C1 (stereo not drawn) | ?
COc1ccc2[nH]c(=O)c(CCC(=O)NCCN3CCCCCC3)cc2c1 | i

# An excerpt, so the mix of outcomes need not match the whole.
